# From PubChem BioAssay
# S3 lipid droplet: qHTS Assay for Lipid Storage Modulators in Drosophila S3 Cells; 320,000 tested, 0.64% active; Potency in µM for hits, for the others lipid storage change, negative = inhibition, % at the top dose, mostly 46.1 µM; Drosophila S3 cells, BODIPY lipid droplet fluorescence, 18-24 h; cells fed with added oleic acid; AID 2685, 2010; active means well fitted inhibition curve with a large enough effect in the signal ratio, with a control signal flat, not every such curve was filed as active; inconclusive means small, poorly fitted or top-dose-only effect, or effect the other way, or a change in a side signal; the % refers to the signal ratio
#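 Laser-scanning cytometry quantifies lipid droplet accumulation (500–530 nm total intensity; droplet/cell object ratio) in oleic acid-fed (400 uM added) Drosophila S3 cells treated with a concentration series. 20 uM Triacsin C defined 100% inhibition.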
# S3 lipid droplet cell count max: second read-out of S3 lipid droplet, no call of its own (marks repeat the call); cell number change, %; measured here: cell count max response;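 cells counted by Cell Tracker Red CMTPX staining in the red channel; peak over a dose series mostly up to 46.1 µM; percent activity relative to internal control wells on each plate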
# Starred values were filed as active, the others as inactive; i = inactive; ? = inconclusive; . = not tested or not shown; [ ] = remark or other dose. On the % scale 0 is the no-effect control and ±100 the full control effect; potency means the concentration at half of the fitted maximal effect.
# Every second line gives: S3 lipid droplet	S3 lipid droplet cell count max
- OCCN(CCCn1c(C(F)(F)F)nc2ccccc21)c1nc(CN2CCCCC2)cs1
    ?	.
- Oc1ccc(Cl)cc1-c1cc(-c2ccccc2Cl)[nH]n1
    ?	.
- O=C(CN1CCOCC1)NCCNS(=O)(=O)c1ccccc1
    ?	.
- N#CC1=C2SC=C(c3ccc(Br)cc3)N2CCCC1=O
    ?	.
- Cc1ccc(CNC(=O)CC2Nc3c4ccccc4nc(=S)n3C2=O)cc1 (centres undefined)
    -18%	-3
- O=C(Nc1ccc(Oc2ccc(NC(=O)Nc3ccccc3Cl)cc2)cc1)Nc1ccccc1Cl
    ?	.
- CC1=C(C#N)C(Nc2ccc(C)cn2)(C(F)(F)F)C(=O)N1 (centres undefined)
    i	26
- Cc1ccc(C(=O)Nc2nc(-c3ccc(F)cc3)cs2)o1
    ?	.
- COc1ccc(-n2ncc3c(=O)n(CC(=O)OCc4ccccc4)cnc32)cc1
    ?	.
- CCCCN=C1NN=C(c2ccc3c(c2)OCCO3)CS1
    1%	-6
- COc1ccc(CC(=O)Nc2nnc(SCc3ccccc3)s2)cc1S(=O)(=O)N1CCOCC1
    ?	.
- Cc1cc(C)n2nc(SCC(=O)Nc3c(C)nn(-c4ccccc4)c3C)nc2n1
    ?	.
- CCC1(C)CC(=O)N(c2ccc(C(=O)O)c(O)c2)C1=O (centres undefined)
    ?	.
- Cc1cc(-c2c(C(=O)N3CCOCC3)c(C)nn2-c2cccc(C(F)(F)F)c2)no1
    4%	-5
- COc1ccc(NC(=O)C2CC(=O)N=C(N)S2)cc1 (centres undefined)
    13%	9
- COc1ccc(-n2c(=S)[nH]c3cc(C(=O)Nc4cc(OC)c(OC)c(OC)c4)ccc3c2=O)c(OC)c1
    ?	.
- COc1ccc(/C=N/NC(=O)c2cccc(Br)c2)cc1COc1ccccn1
    8%	7
- CCc1ccc(OCC(=O)O/N=C(\N)c2ccncc2)cc1
    15%	-24
- NS(=O)(=O)c1ccc(NC(=O)COC(=O)CCc2c[nH]c3ccccc23)cc1
    ?	.
- NC(=S)N/N=C/c1ncc(C(F)(F)F)cc1Cl
    ?	.
- Cc1cc(/C=C2\C(=N)N3N=C(C(C)C)SC3=NC2=O)c(C)n1Cc1ccccc1
    1%	.
- O=C(CNC(=O)c1cccs1)OCc1c(F)cccc1Cl
    29%	-18
- O=C(CSc1nncs1)NC1CCCc2ccccc21 (centres undefined)
    ?	.
- Cc1cc2cc(C)c(NCCNC(=O)c3cccs3)nc2cc1C
    ?	.
- COc1ccc(-c2oc3ccc(N4CCOCC4)cc3c2/C=C/c2ccc(OC)c(OC)c2)cc1
    ?	.
- CCOC(=O)C1(Cc2ccc(Cl)cc2)CCN(Cc2ccon2)CC1
    -1%	7
- OC(c1ccccc1)c1nc2ccccc2s1 (centres undefined)
    -3%	.
- COc1ccc(S(=O)(=O)N(C)CC(=O)Nc2cccc(C(C)=O)c2)cc1
    ?	.
- Cc1ccc(S(=O)(=O)N2CCCCC2)cc1
    ?	.
- COc1cccc(Oc2c(C)oc3c(CN4CCCC4)c(O)ccc3c2=O)c1
    -7%	11
- COc1ccccc1N1CCN(C(=O)CNC(=O)Cn2cnc3sc(C)c(C)c3c2=O)CC1
    i	9
- NC(=O)c1ccc(N2CCOCC2)nc1
    8%	-10
- Cc1cnc(NC(=O)C(C)N2CCN(C)CC2)s1 (centres undefined)
    5%	-19
- CC1CC(C)CN(C(=O)c2cc(S(=O)(=O)N3CCCCC3)ccc2Cl)C1 (centres undefined)
    -15%[0.0737 µM]	.
- CC(C)CNC(=O)CC(c1ccccc1)c1ccccc1
    ?	.
- O=C(Nc1cccnc1Cl)c1cccc(F)c1
    ?	.
- COc1ccccc1NC(=O)c1ccc(NC(=O)CSc2n[nH]c(N)n2)cc1
    ?	.
- CC(NC(=O)C1CCN(C(=O)c2cccs2)CC1)c1ccc(S(N)(=O)=O)cc1 (centres undefined)
    ?	.
- CCCCc1n[nH]c(=S)n1Cc1ccc(C)cc1
    -7%	7
- Cc1ccc(CN(Cc2ccco2)C(=O)c2ccco2)cc1
    ?	.
- CCC(c1nnc(SCC(=O)Nc2cccc(S(N)(=O)=O)c2)n1-c1ccc(OC)cc1)N(C)C (centres undefined)
    15%	13
- Cc1cccc(OCC(=O)NCCN2CCOCC2)c1
    1%	-17
- Cc1cc(=O)[nH]c(SCC(=O)c2ccc(C)c(C)c2)n1
    10%	-25
- C=CCn1c(SCC(=O)N(C)C2CCS(=O)(=O)C2)nnc1-c1ccncc1 (centres undefined)
    ?	.
- Cc1ccc(OCC(=O)N2N=C(c3ccncc3)CC2(O)C(F)(F)F)cc1C (centres undefined)
    ?	.
- O=C(Cn1nc(C(F)F)cc1C(F)F)NNC(=S)Nc1ccc(Cl)cc1
    ?	.
- O=C(CSc1ccc(-c2ccco2)nn1)NCc1ccccc1
    -13%	-12
- O=C1CN(C(=O)COC(=O)c2cccc(S(=O)(=O)NCc3ccccc3)c2)c2ccccc2N1
    ?	.
- CC1CCCCN1S(=O)(=O)c1ccc(C(=O)Nc2nnc(-c3ccccn3)o2)cc1 (centres undefined)
    -2%	-1
- O=C(COC(=O)c1ccccc1)NC12CC3CC(CC(C3)C1)C2
    ?	.
- CC(=O)c1c(-c2ccccc2)[nH]c2ccccc12
    ?	.
- CCNC(=O)C1CCCN(c2nc(C)cc(C)n2)C1 (centres undefined)
    -3%	27
- COc1ccc(N2CCN(Cc3cc4c(cc3Br)OCCO4)CC2)cc1
    ?	.
- COc1ccc(NC(=O)CN(C)S(=O)(=O)c2ccc(Cl)cc2)c([N+](=O)[O-])c1
    -6%	2
- Cc1[nH]c(=O)[nH]c(=O)c1S(=O)(=O)N1CCCC(C(=O)NCc2ccco2)C1 (centres undefined)
    ?	.
- COc1ccc(-n2c(C)nn(CC3CC3)c2=O)cc1
    ?	.
- CN(C(=O)CC(=O)Nc1ccc(Cl)c(Cl)c1)c1ccccc1
    ?	.
- COc1ccc(NC(=O)CSc2nnc(-c3ccccc3)n2N)cc1
    1%	-17
- COC(=O)C1(C)NC(c2ccc(C)cc2)C2C(=O)N(c3ccc(F)cc3)C(=O)C21 (centres undefined)
    9%	6
- CCN(CC)c1ccc(NC(=O)CN2CCN(c3ccccc3F)CC2)cc1
    2%	1

# Fetched by compound from above:
# Every second line gives: S3 lipid droplet	S3 lipid droplet cell count max
- COc1ccc(S(=O)(=O)N(C)CC(=O)Nc2cccc(C(C)=O)c2)cc1
    ?	.
- O=C(CSc1ccc(-c2ccco2)nn1)NCc1ccccc1
    -13%	-12
- COc1ccc(NC(=O)C2CC(=O)N=C(N)S2)cc1 (centres undefined)
    13%	9

# Further structures
# Every second line gives: S3 lipid droplet	S3 lipid droplet cell count max
- Cc1cc(NC(=O)CSc2nnc(CNC(=O)c3c(F)cccc3F)o2)no1
    ?	.
- CCCCN(CC)S(=O)(=O)c1c(C)[nH]c(=O)[nH]c1=O
    ?	.
- CCC(C(=O)Nc1ccccc1OC)n1c(C(=O)OC)cc2ccsc21 (centres undefined)
    ?	.
- Cc1ccc(C(=O)N2CCN(c3ccccn3)CC2)cc1C
    -17%	5
- CCn1c(SCC(=O)Nc2c(C)n(C)n(-c3ccccc3)c2=O)nnc1-c1cccc(C)c1
    ?	.
- Nc1nc(SCC(=O)N2CCc3ccccc32)[nH]c(=O)c1-c1ccccc1
    ?	.
- Cn1cccc1C(=O)N1CCN(c2cccc(C(F)(F)F)c2)CC1
    i	14
- O=C(NC1CCCN(Cc2ccc(Cl)cc2)C1)c1ccoc1 (centres undefined)
    15%	8
- COc1ccc(-c2c(C)c3ccc(O)cc3oc2=O)cc1OC
    ?	.
- C/C(CC(=O)Nc1cc(C)ccn1)=N\NC(=O)c1ccc(C)cc1
    17%	-5
- CN(CC(=O)Nc1ccccc1C(F)(F)F)C(=O)CSCc1ccccc1
    9%	2
- O=C(O)c1ccc2c(c1)c1c3n2CCNC3CCC1 (centres undefined)
    ?	.
- CC(C)(C)c1ccc(OCc2ccc(C(=O)NCc3cccnc3)o2)cc1
    ?	.
- NS(=O)(=O)c1cc(C(=O)N2CCc3ccccc32)c(Cl)cc1Cl
    ?	.
- Cc1cc(Cl)cc(C)c1OCCOCCNCc1ccccc1
    -9%	-7
- CCOC(=O)C1=C(C)OC(N)=C(C#N)C1c1ccc(OC)c(CSc2ccccn2)c1 (centres undefined)
    13%	3
- CC(=O)Nc1cccc(/C(C)=N/NC(=O)c2cccs2)c1
    12%	-1
- O=C1CCCCCN1C(=O)c1ccc(C(=O)N2CCCCCC2=O)cc1
    0%	4
- COc1ccccc1CNC(=O)c1cc(C(C)=O)c[nH]1
    9%	30
- Cc1ccccc1CN1C(=O)c2ccccc2Sc2ccc(C(=O)O)cc21
    12%	13
- O=C(Nc1ccc(N2CCOCC2)cc1)c1ccccc1SCC(=O)N1CCCC1
    -26%	-5
- COc1ccccc1OCc1nc(C#N)c(N2CCC(C(N)=O)CC2)o1
    ?	.
- COc1ccccc1C(=O)NC(=O)COC(=O)c1oc2ccccc2c1C
    -2%	20
- O=C(N/N=C/c1ccncc1)c1ccc(-n2cccc2)cc1
    -2%	-3
- COc1ccccc1C(=O)Nc1cc(Cl)ccc1-n1cncn1
    ?	.
- COc1ccc(S(=O)(=O)Nc2ccc3oc(C)c(C(=O)O)c3c2)cc1
    ?	.
- Cc1ccccc1-c1nc2sc(C)c(C)c2c(=O)o1
    i	-5
- O=C(Cn1ncc2c3ccccc3n(Cc3ccccc3)c2c1=O)N1CCN(c2ccccn2)CC1
    ?	.
- CNCCCOc1ccc(Cl)cc1C(C)(C)C
    4%	15
- COc1cc(C(=O)O)ccc1OCC(=O)N1CCOCC1
    -15%	-12
- Cc1ccc(S(=O)(=O)NCc2cccnc2)cc1C(=O)N1CCCC1
    ?	.
- CC(NC(=O)C1CCCN(S(=O)(=O)c2cccc3nonc23)C1)c1ccccc1 (centres undefined)
    ?	.
- COc1ccc(OC)c(-n2c(-c3cnccn3)n[nH]c2=S)c1
    ?	.
- Nc1ccc(-c2nnn(Cc3ccccc3F)n2)cc1
    14%	3
- C=CCSc1nnc(NC(=O)c2ccc(NC(C)=O)cc2)s1
    6%	13
- O=C(Nc1ccccc1C(=O)NCc1cccnc1)c1cccc([N+](=O)[O-])c1
    12%	-16
- COc1cccc(CN2CCC(CO)(CC3CCCCO3)CC2)c1 (centres undefined)
    6%	19
- Cc1ccc(C(=O)Nc2ccc(Oc3ccc(C(=O)O)c(C(=O)O)c3)cc2)cc1C
    ?	.
- CCC1CCC/C1=N\NC(=O)CCC(=O)Nc1ccccc1Cl (centres undefined)
    -2%	6
- CN1CCN(C(=O)C2CCCN(c3ncnc4c3nc3n4CCCCC3)C2)CC1 (centres undefined)
    ?	.
- Cc1ccc(NC(=S)N(Cc2ccco2)C(C)c2cccs2)c(Cl)c1 (centres undefined)
    -1%	18
- NC(=O)C1CCCN(CCc2ccccc2)C1 (centres undefined)
    13%	1
- Cc1cccc(/C(N)=N/OC(=O)c2cccs2)c1
    8%	-18
- CC(C)(C)c1ccc(C(=O)NN=C2CCCC2)cc1
    ?	.
- CCSc1nnc(NC(=O)[C@H](C)NC(=O)c2ccccc2Cl)s1
    ?	.
- Cc1ccc2c(c1)nc(-n1nc(C)cc1C)c1nnnn12
    4%	.
- CCCNC(=O)C1CC(=O)N(c2ccc(OCc3ccc(F)cc3)cc2)C1 (centres undefined)
    ?	.
- CN1CCN(Cc2nc3c(c(=O)n(C)c(=O)n3C)n2Cc2cccc3ccccc23)CC1
    i	.
- Cc1ccccc1N(CC(=O)NC1CCCCC1)C(=O)CNC(=O)c1cccs1
    ?	.
- S=c1[nH]nc(-c2ccco2)n1-c1ccccc1Cl
    ?	.
- COC(=O)c1ccc(NC(=O)N(c2ccccc2)c2ccccc2)cc1
    0%	11
- O=C(O)[C@H]1CCCC[C@H]1C(=O)Nc1ccc(Nc2ccccc2)cc1
    9%	9
- COc1ccc(Cn2c(O)c(/C=C3/C=CC=N3)c(=O)[nH]c2=O)cc1
    ?	.
- COc1ccc(Cc2noc(-c3ccc(OC)c(OC)c3)n2)cc1OC
    ?	.
- CCN1CCc2nc(SCC(=O)Nc3ccc(OC)cc3)c(C#N)cc2C1
    ?	.
- CCN(Cc1nc2ccccc2n1C)c1ccccc1
    ?	.
- O=C(NCc1ccc(F)cc1)C(Cc1ccccc1)NS(=O)(=O)c1cccs1 (centres undefined)
    ?	.
- CCCCOc1ccc(OC(=O)c2cccnc2)cc1
    ?	.
- Cc1cc(C)c(OCCCCN(C)C)c(Br)c1
    4%	8
- Cc1ccc(C)c(N2N=C(C(=O)OCc3nnc(-c4ccccc4)o3)CCC2=O)c1
    i	16

# One compound at a time, from the list above.
# Listed for COc1ccc(-n2ncc3c(=O)n(CC(=O)OCc4ccccc4)cnc32)cc1 → S3 lipid droplet = ?; S3 lipid droplet cell count max = .
# Listed for Cc1ccc2c(c1)nc(-n1nc(C)cc1C)c1nnnn12 → S3 lipid droplet = 4%; S3 lipid droplet cell count max = .

# The listing continues:
# Every second line gives: S3 lipid droplet	S3 lipid droplet cell count max
- O=C(NC(Cc1ccccc1)c1nc2ccccc2[nH]1)c1ccc(Cl)c([N+](=O)[O-])c1 (centres undefined)
    ?	.
- CCCn1cc(S(=O)(=O)c2ccc(OC)cc2)c(=O)c2cc(OC)ccc21
    ?	.
- COc1ccc(CN2CCC(Oc3ccc(C(=O)NCc4ccccn4)cc3)CC2)c(F)c1
    i	.
- CC(Cc1cccs1)NC(=O)Nc1ccc(F)cc1 (centres undefined)
    ?	.

# Only part of the results is shown (hit frequency here may not be typical).
